S2 tox: reduces viability in counter-screen for ATXN expression inhibitors | S2 cells (HEK-293 line with an ATXN2-luciferase reporter) viability, CellTiter-Fluor protease fluorescence, 24 h | AID 651635 | 0.49% of 400,000 active | Potency, µM (doses to about 56.7 µM), most hits filed as cytotoxic; also: potency is read from the fitted curve at half-maximal effect; nearly all actives have a fitted effect of over 40% in size
A549 viability: A549 cytotoxicity, counter-screen for Nrf2 inhibitors; Potency, µM (series often up to 46 µM), for inactives: at the highest dose activity change, negative = cytotoxicity, actives largely listed as inhibitors; 0.16% of 390,000 active; A549 ARE-Fluc cells, CellTiter-Fluor viability, 18-24 h; AID 504648; also: potency is read from the fitted curve at half-maximal effect; % is scaled to controls: 0 for no effect and ±100 for the full control effect
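A549 ARE-Fluc cells in 5% FBS OPTI-MEM, 5000 cells/well, rested 2 h then exposed to compounds in concentration-response for 18-24 h at 37 °C. Viability by CellTiter-Fluor fluorescence (Ex 405/Em 525) after 30 min; luciferase luminescence (BugLite, 15 min, RT) read afterwards.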
CCT modulator: cytosolic chaperonin activity modulation. purified chaperonin ATPase assay, HTRF ADP detection, 30 min. activity change, % (concentration not given with the values), hits read low. 0.3% of 360,000 active. AID 651819; in the data active = activity change below about -30%; also: % is scaled to controls: 0 for no effect and ±100 for the full control effect
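TRiC (40 or 20 nM final, by batch activity) in 30 mM Tris pH 7.4, 100 mM KCl, 5 mM MgCl2, 1 mM DTT was treated with compound at 76 uM single dose, then 10 uM ATP, 30 min at 37 °C. ADP was read by HTRF Transcreener.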
Nrf2 block: Nrf2 pathway inhibition. A549 ARE-Fluc reporter, luciferase luminescence, 18-24 h. Potency, µM (top dose mostly 46 µM), without a hit: at the highest dose activity change, negative = inhibition, usual class: inhibitors. 2.1% of 360,000 active. AID 504444; also: potency is read from the fitted curve at half-maximal effect; % is scaled to controls: 0 for no effect and ±100 for the full control effect; nearly all actives have a fitted effect of over 60% in size
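Nrf2 function is reported as luminescence of an ARE-controlled luciferase in A549 cells. Compounds were tested at several concentrations, and a CellTiter-Fluor read on the same wells flagged cytotoxicity.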
Mm-Cpn inhibitor: M. maripaludis TRiC chaperonin inhibition | Potency, µM (series often up to 76.9 µM), inactives show top-dose activity, negative = inhibition, hits mostly inhibitors | AID 504842 | purified Mm-Cpn ATPase, ADP Transcreener TR-FRET | 0.031% of 330,000 active; also: potency is read from the fitted curve at half-maximal effect; % is scaled to controls: 0 for no effect and ±100 for the full control effect; nearly all actives have a fitted effect of over 80% in size
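Inhibition of chaperonin ATP hydrolysis is measured as reduced ADP production, detected by competitive TR-FRET in which signal falls with ADP. Final enzyme 25 nM and ATP 10 uM, reacted 30 min at 37°C.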
HepG2 tox: HepG2 cytotoxicity, counter-screen for TGF-b inhibitors. Potency, µM (top dose mostly 46.1 µM), for the others: at the top dose activity change, negative = cytotoxicity, hits mostly cytotoxic. HepG2 CAGA-GFP viability, ATP luminescence, 18 h. 0.76% of 410,000 active; also: potency is read from the fitted curve at half-maximal effect; some results filed as inactive show a strong effect at the top dose
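HepG2 CAGA-GFP cells (1000/well, DMEM with 1% FBS) received compound, then TGF-beta at 500 pg/mL final, and were incubated 18 hours at 37 degrees C. Viability was read by CellTiter-Glo luminescence. Media-only wells were set as complete cell-killing and DMSO as no toxicity.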
TGFb SMAD3 inh: TGF-b pathway inhibition | 1.2% of 410,000 active | HepG2 CAGA-GFP TGF-b/SMAD3 reporter, GFP fluorescence, 18 h; TGF-beta stimulated, 500 pg/mL final | Potency, µM (series often up to 46.1 µM), without a hit: at the top dose activity, negative = inhibition, most hits filed as inhibitors | AID 588855; also: potency is read from the fitted curve at half-maximal effect; % is scaled to controls: 0 for no effect and ±100 for the full control effect; nearly all actives have a fitted effect of over 65% in size
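Per well, imaged GFP fluorescence of HEPG2 CAGA-GFP cells gives the signal; cells get compound, then TGF-beta (500 pg/mL final), 18 h at 37 degrees C; %Activity versus -TGF-beta and +DMSO controls.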
Nrf2 activator: activators of Nrf2 (ARE) signaling; AREc32 ARE-luciferase reporter (MCF7-derived line), luminescence, 24 h; Potency, µM (doses to about 46.1 µM), for the others: top-dose activation, usual class: activators; 0.31% of 410,000 active; AID 624171; also: potency is read from the fitted curve at half-maximal effect; % of control where 0% means no effect; nearly all actives have a fitted effect of over 65% in size
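Cells of the AREc32 ARE-luciferase line are plated in OPTI-MEM containing 5% FBS and left overnight at 37 deg C. Compounds are pinned in, incubation continues 24 hr, and firefly luciferase signal is then measured.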
Akt phos inh: Akt phosphorylation inhibition. AID 651550. 0.32% of 360,000 active. Neuro2A IGF-stimulated pAkt S473 HTRF, 20 min; stronger effect = lower value. activity change, % for hits at 50 µM; in the data active = activity change below about -80%; inconclusive = mostly about -51% to -80%; also: % is scaled to controls: 0 for no effect and ±100 for the full control effect
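Single-point screen (50 µM final compound) in Neuro2A cells stimulated 20 min with 6 nM IGF at 37 deg C. After lysis, Ser473-phosphorylated Akt read by HTRF (ex 330 nm, em 615/665 nm) as the 665/615 ratio.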
* marks the source's active call; other numbers are inactive results; i = inactive; ? = inconclusive; . = not tested or not shown; & = joins results of further samples. Unless noted, calls follow the shape of the dose curve; as a rule, active = well fitted curve in the direction sought with a large enough effect; inconclusive = small, poorly fitted or top-dose-only effect, or another doubt; inactive = no such curve, though single readings can be large; an effect the other way counts as inactive or inconclusive. Not all compounds are listed; rates above refer to the full screens.

Compound | Nrf2 block | S2 tox | Mm-Cpn inhibitor | A549 viability | CCT modulator | HepG2 tox | Akt phos inh | Nrf2 activator | TGFb SMAD3 inh
COCCn1c(SCc2ccccc2Cl)nc2c1c(=O)[nH]c(=O)n2C | . | i | 0.2% | 7.7% | -2.1 | -5.6% | i | 0.2% | ?
CC1=NN(c2ccccc2)C(=O)/C1=C/c1c(O)[nH]c(=S)[nH]c1=O | 3.5% | i | -3.0% | -2.8% | -1.9 | -1.5% | i | 0.3% | 6.2%
C[N+](C)(C)Cc1ccccc1 | -0.7% | i | -0.3% | 3.9% | 0.9 | -6.5% | i | 0.1% | 6.7%
CCCCCNc1c(C(=O)OCC)c(=O)[nH]c2ccccc12 | ? | ? | 1.3% | -27.1% | 0.1 | -22.4% | i | 3.0% | -4.5%
CCOC(=O)[C@]12Cc3ccccc3[C@H]1N(C1CCCCC1)C(=O)c1cc(OC)ccc12 | . | 10µM* | . | . | -1.8 | . | i | -3.7% | .
COc1ccccc1N1CCN(Cc2ccc(Br)cc2)CC1 | ? | i | 2.0% | -4.8% | -1.1 | -26.7% | i | 0.5% | -14.4%
Cc1noc(C(=O)Nc2sc3c(c2C#N)CCC3)c1Cl | ? | i | -2.0% | ? | 1.5 | -6.8% | i | -0.2% | -13.1%
CNS(=O)(=O)c1ccc(N=Cc2c(O)n(-c3cccc(C)c3)c(=O)[nH]c2=O)cc1 | 3.4% | i | 0.0% | 0.4% | -3.9 | -2.9% | i | -0.1% | -27.9%
O=C1C(Cl)=CC(=Nc2ccc(O)cc2)C=C1Cl | 1.4% | ? | -1.1% | -1.5% | -2.5 | -27.1% | i | 14.7% | ?
CCOC(=O)[C@]12Cc3cc(Cl)ccc3[C@H]1N(Cc1ccccc1)C(=O)c1cc(OC)ccc12 | . | 12.6µM* | . | . | -1.1 | . | i | -3.1% | .
COC(=O)C1=C(c2ccccc2OCc2ccccc2)C[C@@H]2CC[C@H]1N2C | . | ? | . | . | -0.3 | -30.7% | i | -0.5% | 1.9%
O=C1CN(C(=O)CN2CCCCC2)C(c2ccccc2)c2cc(Br)ccc2N1 (configuration not stated) | 8.8% | i | 0.0% | 10.7% | -1.0 | -9.8% | i | 0.6% | -15.8%
CN(C(=O)c1ccc(Cl)nc1)C1(c2ccccc2Cl)CCCCC1=O (configuration not stated) | -3.1% | i | 0.2% | -9.7% | -0.8 | 4.0% | i | -1.0% | -0.9%
C(=N\NC1=NCCCCC1)/c1c[nH]c2ccccc12 | -14.2% | i | 0.4% | 0.2% | -0.9 | -14.6% | i | -0.1% | -13.4%
CC1CCC(C(C)C)C(OC(=O)Cn2c(COc3ccccc3)[n+](C)c3ccccc32)C1 (configuration not stated) | ? | 25.1µM* | 0.8% | ? | -0.8 | 20µM* | i | -2.8% | 12.6µM*
Cc1nn(-c2ccccc2)c2c1P(=O)(O)/C(=C1\N(C)c3ccccc3C1(C)C)C=N2 | 6.0% | i | 0.6% | -25.3% | 3.4 | -38.1% | i | 0.0% | 1.1%
CCOC(=O)c1nc2ccccc2c(=O)n1-c1cccc(C)c1 | . | i | -3.1% | 2.2% | -1.8 | 2.3% | i | -0.5% | 0.0%
COc1ccc(C(CC(=O)N2CCC3(CC2)OCCO3)NS(=O)(=O)c2ccc(F)cc2)cc1 (configuration not stated) | . | i | -1.1% | 9.8% | 0.8 | 0.0% | i | 0.2% | -3.3%
COCCN(CCOC)S(=O)(=O)c1ccc(C(=O)Nc2sc3c(c2C(N)=O)CCCC3)cc1 | ? | i | . | -10.1% | . | 5.9% | . | 0.7% | -8.1%
CCCCCc1nc2ccccc2c(=O)n1-c1ccccc1[N+](=O)[O-] | 0.0% | ? | -0.8% | -6.7% | -1.0 | -22.7% | i | 2.7% | ?

(next part)
Compound | Nrf2 block | S2 tox | Mm-Cpn inhibitor | A549 viability | CCT modulator | HepG2 tox | Akt phos inh | Nrf2 activator | TGFb SMAD3 inh
Cc1ncc(CN2CCCC(C(=O)c3cccc(Cl)c3)C2)s1 (configuration not stated) | -10.8% | i | 1.2% | 5.8% | -22.3 | -32.3% | i | 2.7% | ?
N#CC(C#N)=NNc1ccc(S(=O)(=O)N2CCCC2)cc1 | -19.1% | ? | -0.2% | ? | 0.0 | -0.5% | i | 2.5% | ?
Cc1ccc(NC(=O)c2cc(-c3cc(Cl)ccc3C)n[nH]2)cc1NS(C)(=O)=O | . | 10µM* | . | . | -1.3 | -31.9% | i | -0.2% | -9.9%
COc1ccccc1CCNC(=O)CCn1c(=O)oc2ccccc21 | ? | i | -1.6% | 2.5% | 0.7 | 0.4% | i | 0.1% | -9.5%
COCOC1CCC2C3CCC4=CC(=O)CCC4=C3C=CC12C (configuration not stated) | 20.3% | i | . | 0.5% | -0.9 | -9.8% | i | ? | 2.1%
CCCCN1CC(O)=C(c2nc3ccccc3s2)C1=N | ? | i | -1.4% | -10.1% | -1.7 | -0.3% | i | 3.1% | -4.9%
O=c1[nH]c(O)c(C=Nc2cccc(F)c2)c(=O)[nH]1 | -19.2% | i | 1.8% | 0.3% | -10.7 | -1.2% | i | 0.0% | -1.3%
CN(C)Cc1c[nH]c2ccccc12 | ? | i | -13.4% | 0.6% | -0.6 | -18.0% | i | 3.5% | -21.4%
O=C1NC[C@H](CCCCN2C[C@H](Cc3ccccc3)N(CCC3CCCCC3)C(=O)C2=O)N(CCC2CCCCC2)C1=O | . | ? | . | . | 1.4 | . | i | -3.2% | .
O=C(c1cccs1)N1C2CCC1CC(O)(c1cccnc1)C2 (configuration not stated) | -18.8% | i | 1.9% | 9.2% | -1.1 | -19.7% | i | -0.6% | 0.0%
CCN(CC)CCNCC(=O)Nc1ccc(Cl)cc1C(=O)c1ccccc1 | -8.3% | i | -3.9% | 3.2% | 0.5 | -13.0% | i | 0.1% | -3.5%
COc1cc(-n2c(=S)[nH]c3ccc(C)cc3c2=O)c(Cl)cc1Cl | -12.8% | i | -23.6% | -8.9% | 1.8 | -16.9% | i | 3.1% | ?
CCCOc1ccccc1OCC(=O)N1CCN(CC(=O)N2CCOCC2)CC1 | . | i | . | . | -0.1 | -13.6% | i | -0.1% | -6.9%
O=C1NC(=S)NC(=O)C1=Cc1cccn1-c1ccc(O)cc1 | -4.1% | 18.9µM* | -6.9% | -6.1% | -3.2 | -108.2% | i | 8.5% | ?
CN1CCN(c2ccc([N+](=O)[O-])c(NCC3CCCO3)c2)CC1 (configuration not stated) | 10.5% | i | -9.9% | ? | 0.7 | -7.8% | i | 2.1% | -0.4%
COc1c(C=C2C(=O)NC(=O)NC2=O)c(CCN(C)C(=O)c2ccccc2)cc2c1OCO2 | -3.9% | i | ? | -0.7% | -1.2 | -4.8% | i | 5.3% | 10.8%
CCC(=O)N1CC(=O)Nc2ccc(F)cc2C1c1ccccc1 (configuration not stated) | -8.8% | i | 0.2% | -5.8% | -4.2 | 3.5% | i | -0.5% | 2.9%
COc1cc(NC(=O)CCn2c(=O)oc3ccccc32)cc(OC)c1OC | 3.1%&2.1% | i | ? | ? | -0.5 | 0.3%&-0.2% | i | -0.2%&0.1% | 27.6%&-5.2%
COc1cccc(O)c1CN1CCCC(C(=O)c2sccc2C)C1 (configuration not stated) | -27.7% | i | -0.9% | -8.9% | 0.3 | -22.4% | i | -0.2% | 7.8%
COc1ccc(OC)c(C(c2c(O)c3ccccc3oc2=O)c2c(C)n(C)n(-c3ccccc3)c2=O)c1 (configuration not stated) | 3.5% | i | 0.8% | -1.1%&1.8% | -0.5 | -1.3%&3.2% | i | -0.2%&0.6% | 5.8%&3.2%

Continuation.
Compound | Nrf2 block | S2 tox | Mm-Cpn inhibitor | A549 viability | CCT modulator | HepG2 tox | Akt phos inh | Nrf2 activator | TGFb SMAD3 inh
COc1ccc(/C=C/C(=O)c2c(O)n(CCC3=CCCCC3)c(=O)[nH]c2=O)cc1OC | 11.6% | i | ? | 2.4% | -8.2 | -2.4% | i | -0.3% | 2.3%
O=c1[nH]c(=S)[nH]c(O)c1N=Nc1ccc2c(c1)OCO2 | 3.0% | ? | -6.6% | -16.7% | 1.1 | -31.8% | i | 2.6% | -17.3%
COc1ccc(CNC(=O)CSCc2cnn(-c3ccccc3)c2-n2cccc2)cc1OC | 9.2µM* | . | . | -9.3% | . | -27.6% | . | -0.2% | ?
CCCc1cc(N2CCN(c3cccc(C)c3C)CC2)n2cnnc2n1 | ? | i | . | -1.2% | . | -18.8% | . | 0.8% | -14.2%
C=C(C=O)CC1CC(O)[C@]2(C)OC3CC4OC5C[C@]6(C)O[C@]7(C)CCC8OC9C[C@]%10(C)OC%11C(C)=CC(=O)OC%11CC%10OC9C[C@@H](C)C8OC7CC6O[C@]5(C)CC5OC5C4OC3CC2O1 (some centres not stated) | 4.8% | . | . | -14.7% | 0.5 | -31.9% | i | ? | ?
COc1ccc(CCNC(=O)c2c(N)n(CCN3CCOCC3)c3nc4ccccc4nc23)cc1 | ? | i | -0.4% | -11.6% | -1.9 | -113.9% | . | 0.2% | ?
CCOP(=S)(OCC)SCSP(=S)(OCC)OCC | -5.2% | i | . | ? | -3.2 | 2.3% | i | -0.1% | ?
CCN(CC)C(=O)Oc1ccc(OC(=O)N(CC)CC)cc1 | -2.0% | i | ? | 6.2% | -1.1 | 33.9% | i | 0.3% | 18.6%
CC(c1ccccc1F)n1cc(C(=O)Nc2ccc3nc[nH]c3c2)nn1 (configuration not stated) | -15.6% | i | 0.6% | -0.3% | 0.0 | -9.5% | i | -0.4% | 27.3%
CC1CN=C(Nc2ccc(F)cc2)S1 (configuration not stated) | -8.1% | i | -9.3% | 7.0% | -0.3 | -1.0% | i | 3.0% | -2.2%
C=CCn1c(O)c(C(CC)=Nc2cc(OC)ccc2OC)c(=O)[nH]c1=O | 4.6% | ? | -0.2% | 0.0% | 1.9 | -4.9% | i | 3.1% | ?

Assay outcomes: PubChem BioAssay, National Center for Advancing Translational Sciences (NCATS)
